M1 PAM = human CHRM1 positive allosteric modulation. activation, % at 3 µM. AID 588819. CHO-K1 hM1, Fluo-8 calcium fluorescence, ACh EC20; 0% = ACh EC20, 100% = maximal ACh. 360,000 tested, 0.088% active; in the data active means activation above about 19%, passing the limit was not always enough
Target sequence (P11229 whole entry, looked up): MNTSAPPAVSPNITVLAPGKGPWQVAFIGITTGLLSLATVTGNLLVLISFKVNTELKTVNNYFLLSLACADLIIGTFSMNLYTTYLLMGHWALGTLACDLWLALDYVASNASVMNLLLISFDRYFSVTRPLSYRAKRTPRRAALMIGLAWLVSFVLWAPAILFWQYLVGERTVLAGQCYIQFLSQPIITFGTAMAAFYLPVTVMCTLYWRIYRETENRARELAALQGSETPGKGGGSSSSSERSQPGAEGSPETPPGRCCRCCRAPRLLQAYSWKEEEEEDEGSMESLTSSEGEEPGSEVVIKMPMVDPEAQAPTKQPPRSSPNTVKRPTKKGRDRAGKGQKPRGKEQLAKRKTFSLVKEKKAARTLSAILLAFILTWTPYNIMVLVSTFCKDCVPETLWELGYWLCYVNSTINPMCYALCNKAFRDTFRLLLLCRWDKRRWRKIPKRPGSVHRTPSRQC
TAAR1 antag = antagonists of human TAAR1; 360,000 tested, 1.5% active; CHO RD-HGA16 TAAR1, Fluo-8 calcium fluorescence, antagonist; inhibition, % at 3 µM; Q96RJ0;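 active means inhibition above a per-plate cutoff, the mean inhibition of test compounds on that plate plus 3 SD, cut at about 49% in these data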;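 further: 0% = DMSO plus EC80 beta-PEA response and 100% = DMSO alone without agonist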
Target sequence (Q96RJ0 whole entry, looked up): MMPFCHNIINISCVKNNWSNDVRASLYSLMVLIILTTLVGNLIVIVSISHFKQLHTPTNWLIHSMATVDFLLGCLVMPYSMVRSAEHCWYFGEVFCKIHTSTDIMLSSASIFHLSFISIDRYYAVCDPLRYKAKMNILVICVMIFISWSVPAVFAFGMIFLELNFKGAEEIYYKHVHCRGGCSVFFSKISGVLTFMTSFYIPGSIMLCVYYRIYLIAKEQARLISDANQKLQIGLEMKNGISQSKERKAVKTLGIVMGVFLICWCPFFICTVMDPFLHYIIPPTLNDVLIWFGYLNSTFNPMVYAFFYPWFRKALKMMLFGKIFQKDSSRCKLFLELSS
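Material: RD-HGA16 CHO cells with stable hTAAR1 and Gα16; Dosing: single nominal final test compound concentration of 3 µM; Schedule: seeding 17-24 h prior, 75-min 37 °C, 30-min RT dye loading; Detection: kinetic Fluo-8 calcium fluorescence measurement; Measure: % inhibition from peak post-agonist over basal fluorescence ratio; Benchmarks: vehicle and agonist controls.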
CHRM1 antagonist = human CHRM1 antagonism; inhibition, % at 3 µM; 360,000 tested, 1.3% active; CHO-K1 hM1, Fluo-8 calcium fluorescence, ACh EC80 antagonist; AID 588852; P11229;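 active means percent inhibition above its own plate's cutoff, namely the mean of that plate's compound wells plus 3 SD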;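 further: peak over basal fluorescence ratio during 140 s after agonist addition; 0% = ACh EC80 plus DMSO and 100% = DMSO alone without agonist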
CHO-K1 Ca ag = counter-screen for M1 agonists: effect in parental CHO-K1 cells; 360,000 tested, 0.48% active; activation, % at 3 µM; Fluo-8 calcium fluorescence; scaled to maximal ATP response, vehicle zero; in the data active means activation above about 15%;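 further: untransfected CHO-K1 host cells lacking M1 receptor as counterscreen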
CHO-K1 Ca antag = counter-screen for M1 antagonists: effect in parental CHO-K1 cells; ATP-induced calcium, Fluo-8 fluorescence; inhibition, % at 3 µM; 360,000 tested, 0.6% active; AID 602250;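 active means inhibition above a per-plate cutoff, the plate's mean sample inhibition plus 3 SD, cut at about 24% in these data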;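 further: 0% = DMSO plus EC80 ATP and 100% = DMSO alone without ATP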
TAAR1 ag = human TAAR1 agonism | Q96RJ0 | activation, % at 3 µM | 360,000 tested, 0.99% active | CHO RD-HGA16 TAAR1, Fluo-8 calcium fluorescence; vehicle wells 0%, saturating PEA agonist 100% | AID 624467;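 active means activation above the mean activation of all test compounds in the run plus 3 SD, cut at about 38% in these data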
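Assay system: CHO-derived RD-HGA16 cells with stable Gα16 and human TAAR1; timing: 17-24 h seeding, 75 min 37 °C dye, 30 min RT; read-out: % activation from peak over basal fluorescence ratio, DMSO-to-PEA scaled; measured by: kinetic Fluo-8 calcium fluorescence; benchmarks: low control DMSO, high control PEA (EC100); doses: 3 µM single concentration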
M1 ag = agonists of human M1 muscarinic receptor | activation, % at 3 µM | CHO-K1 hM1, Fluo-8 calcium fluorescence, agonist mode; 0% DMSO, 100% acetylcholine EC100 | AID 588814 | 360,000 tested, 0.33% active | P11229;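 active means activation above the run's mean compound activation plus 3 SD, cut at about 16% in these data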;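 further: peak over basal fluorescence ratio within a 140 s kinetic read after compound addition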
M1 PAM parental = nonselective activator or artifact in parental CHO-K1 calcium assay. ATP EC20, Fluo-8 calcium fluorescence; 0% at ATP EC20, 100% at ATP max. activation, % at 3 µM. 360,000 tested, 0.02% active. AID 602247;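 active means activation above the run cutoff, the mean activation of all test compounds plus 3 SD, cut at about 40% in these data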;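 further: peak over basal fluorescence ratio in a 140 s read after ATP addition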
CHO parental Ca = counter-screen: ATP calcium response change in parental CHO cells; parental CHO-K1, ATP-induced calcium, Fluo-8 fluorescence; inhibition, % at 5.6 µM; 330,000 tested, 0.63% active;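 active means inhibition above that plate's mean sample inhibition plus 3 SD, cut at about 26% in these data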;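 further: 0% = ATP-challenged DMSO wells and 100% = DMSO wells without ATP; some compounds past the cut are filed as inactive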
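material = parental CHO cells | also added = ATP as calcium-mobilizing challenge | dosing = single point at 5.6 µM | detection = intracellular calcium via Fluo-8 no-wash fluorescent dye | read-out = % inhibition | benchmarks = low control ATP plus DMSO, high control DMSO only | repeats = one well per compound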
Active calls of the source: *; x = not tested or not shown.

A first look (twelve entries):
SMILES	M1 PAM	TAAR1 antag	CHRM1 antagonist	CHO-K1 Ca ag	CHO-K1 Ca antag	TAAR1 ag	M1 ag	M1 PAM parental	CHO parental Ca
CCc1ccccc1NC(=O)N[C@H](C(=O)O)C(C)CC (stereo not given in full)	10	0	-6	0.2	-1	2	-3	13	-8
CC(C)CCNC(=O)c1onc(CSc2ccc(Cl)cc2)c1C(=O)NCCC(C)C	6	-14	-4	-0.1	-4	2	-3	-9	-14
COc1ccc(C=O)cc1COc1c(F)c(F)cc(F)c1F	2	13	3	0.4	-8	18	-7	23	-8
CCOc1ccccc1N(C)S(=O)(=O)c1ccc2c(c1)N(C(C)=O)CCO2	9	-6	-5	2.5	-17	0	-1	23	-12
CCCCCCC(=O)Nc1nc(C)c(-c2csc(Nc3cc(Cl)ccc3C)n2)s1	6	-1	-14	-0.5	-6	-1	-6	4	-15
CCCn1c(=O)n(C)c(=O)c2c(SCC(=O)NCc3ccco3)nc(C3CC3)nc21	-1	x	6	1.1	6	x	-3	-7	-31
CC(=O)NCC1(c2ccccc2)CCN(CCCC(=O)c2ccc(F)cc2)CC1	2	-3	-1	0.1	-15	1	-8	24	x
COc1cccc(CNS(=O)(=O)c2cccc(S(=O)(=O)N3CCOCC3)c2)c1	-2	-11	-21	1.1	-19	-2	-1	0	-23
COc1ccc(C(=O)NN/C=C/C(=O)c2ccc(Br)cc2)cc1	21	-6	-23	-0.7	22	4	1	-4	x
CC(=O)c1ccc(S(=O)(=O)N2CCN(C(C)=O)CC2)cc1	6	-12	3	0.1	-4	1	1	-12	2
CCC/C=N/Nc1nnc(Cc2ccc(OC)c(OC)c2)c(=O)[nH]1	13	5	-9	0.1	-11	2	-5	0	-20
Cc1ccccc1N1CC(C(=O)Nc2nnc(SCC(=O)Nc3nccs3)s2)CC1=O (stereo not given)	3	-22	-10	0.0	-3	1	-3	17	7

The whole of this part, from the first entry:
SMILES	M1 PAM	TAAR1 antag	CHRM1 antagonist	CHO-K1 Ca ag	CHO-K1 Ca antag	TAAR1 ag	M1 ag	M1 PAM parental	CHO parental Ca
CCc1ccccc1NC(=O)N[C@H](C(=O)O)C(C)CC (stereo not given in full)	10	0	-6	0.2	-1	2	-3	13	-8
CC(C)CCNC(=O)c1onc(CSc2ccc(Cl)cc2)c1C(=O)NCCC(C)C	6	-14	-4	-0.1	-4	2	-3	-9	-14
COc1ccc(C=O)cc1COc1c(F)c(F)cc(F)c1F	2	13	3	0.4	-8	18	-7	23	-8
CCOc1ccccc1N(C)S(=O)(=O)c1ccc2c(c1)N(C(C)=O)CCO2	9	-6	-5	2.5	-17	0	-1	23	-12
CCCCCCC(=O)Nc1nc(C)c(-c2csc(Nc3cc(Cl)ccc3C)n2)s1	6	-1	-14	-0.5	-6	-1	-6	4	-15
CCCn1c(=O)n(C)c(=O)c2c(SCC(=O)NCc3ccco3)nc(C3CC3)nc21	-1	x	6	1.1	6	x	-3	-7	-31
CC(=O)NCC1(c2ccccc2)CCN(CCCC(=O)c2ccc(F)cc2)CC1	2	-3	-1	0.1	-15	1	-8	24	x
COc1cccc(CNS(=O)(=O)c2cccc(S(=O)(=O)N3CCOCC3)c2)c1	-2	-11	-21	1.1	-19	-2	-1	0	-23
COc1ccc(C(=O)NN/C=C/C(=O)c2ccc(Br)cc2)cc1	21	-6	-23	-0.7	22	4	1	-4	x
CC(=O)c1ccc(S(=O)(=O)N2CCN(C(C)=O)CC2)cc1	6	-12	3	0.1	-4	1	1	-12	2
CCC/C=N/Nc1nnc(Cc2ccc(OC)c(OC)c2)c(=O)[nH]1	13	5	-9	0.1	-11	2	-5	0	-20
Cc1ccccc1N1CC(C(=O)Nc2nnc(SCC(=O)Nc3nccs3)s2)CC1=O (stereo not given)	3	-22	-10	0.0	-3	1	-3	17	7
COC(=O)C1=C(N)Oc2c(oc(CO)cc2=O)C1c1c(F)cccc1Cl (stereo not given)	6	6	-2	-0.8	5	0	-3	-9	-11
CCC1CC2CC(NC(C)=O)C1C2 (stereo not given)	9	-1	-25	-0.2	-4	5	1	2	-7
COc1ccc(C2=CC(c3ccc(C)cc3)n3nnnc3N2)cc1 (stereo not given)	-3	x	9	0.7	13	x	0	7	-14
CC(Oc1cc2oc(=O)c3c(c2cc1Cl)CCC3)C(=O)NCCCN1CCCC1=O (stereo not given)	3	0	0	0.1	-4	2	-4	16	-21
CCCN1Cc2cccc(C(=O)NC(C)c3cccs3)c2C1=O (stereo not given)	4	-24	5	-0.6	2	3	-3	-2	-26
O=C(c1ccccc1)c1nn(-c2cccc(Cl)c2)ccc1=O	8	5	-18	0.3	-4	0	-1	7	-18
OC(COc1ccc2cc(Br)ccc2c1)Cn1ccnc1 (stereo not given)	-4	-7	9	3.5	16	13	-1	-9	2
CC1(C)CC2CC(C)(CN2C(=O)c2cccs2)C1 (stereo not given)	4	4	-3	0.0	-4	6	-3	12	-3
O=C(CSc1nccc(=O)[nH]1)Nc1cccc2ccccc12	6	-12	-8	1.6	-8	-4	-4	5	0
Nc1c(NCc2ccccc2)c2ccccc2oc1=O	-3	1	2	2.5	0	3	-1	10	-22
CN[C@H]1C[C@H]2c3cc(-c4ccccc4)ccc3CCN2C(=O)[C@H]1[C@H](C)O	-7	-2	15	0.7	1	0	2	4	x
Cc1ccc(-c2nnn(CC(=O)N(c3ccccc3F)C(C(=O)NC3CCCC3)c3ccncc3)n2)o1 (stereo not given)	6	-14	-9	0.9	-8	7	-1	-2	-16
Cc1cccc(S(=O)(=O)NC(=O)C2(C)CCN2C(=O)Cc2ccc(C(C)(C)C)cc2)c1 (stereo not given)	5	-12	-11	0.1	-2	2	-5	-1	x
CN(Cc1ccccc1)S(=O)(=O)c1ccc(OCC(=O)Nc2cccc([N+](=O)[O-])c2)cc1	2	16	-2	8.5	-3	3	-8	9	21
N#Cc1nc(COc2ccc(F)cc2)oc1N1CCN(Cc2ccccc2)CC1	-5	-8	-28	0.7	2	0	-4	5	-16
COc1ccc(CCNC(=O)C2=CC=CN3CCS(=O)(=O)N=C23)cc1	1	25	0	0.8	-19	6	-4	16	-10
O=c1ccn(Cc2ccc(F)cc2)c2ccnc(C(F)(F)F)c12	-11	-3	10	4.5	-8	3	-6	-6	17
COC(=O)c1cc(-c2ccc(OC)cc2)n[nH]1	3	-24	1	0.3	-11	1	1	-4	-9
Cc1cnc(C(=O)OCC(=O)Nc2cc(Cl)ccc2C#N)cn1	1	-10	-4	0.7	-14	2	1	10	-1
CC(=O)N=c1sccn1CC(O)c1ccccc1 (stereo not given)	10	-8	-16	1.8	-12	0	-1	22	-2
COc1ccc(NC(=S)Nc2cc(C(F)(F)F)ccc2F)cc1	6	-13	-12	0.3	-5	5	-9	-4	-9
CC(NCC(=O)Nc1ccccc1C(=O)NC1CC1)c1ccccc1Cl (stereo not given)	-8	29	24	3.5	3	6	-3	-22	-23
c1ccc(C2CC(c3ccccc3)n3c(nc4ccccc43)N2)cc1 (stereo not given)	-3	-23	-4	0.2	3	3	-3	4	0
COc1ccc(/C=C/C(=O)O)cc1S(=O)(=O)NC1CCS(=O)(=O)C1 (stereo not given)	6	9	-8	0.1	-12	1	-2	11	12
CC(C)CN(C(=O)COC(=O)c1cnc(Cl)c(Cl)c1)c1c(N)n(Cc2ccccc2)c(=O)[nH]c1=O	9	7	-17	1.1	-3	0	-2	3	-16
Cc1noc(C)c1C(=O)N1CCN(c2ccc(OCc3ccccc3)cc2)CC1	13	-5	-15	4.0	-12	5	2	11	-24
CCOc1cc(NC(=S)NCCCOC)c(OCC)cc1NC(=O)c1ccco1	10	-10	-11	-0.3	-1	2	-5	-4	-12
CCCn1c(=O)c2ccccc2n2c(SCc3c(C(=O)OCC)oc4ccccc34)nnc12	-14	10	14	0.6	-4	7	-11	-1	-32
O=C(c1ccco1)N1CCN(C(c2ccccc2Cl)c2nnnn2Cc2ccco2)CC1 (stereo not given)	-16	62*	29*	4.3	18	18	2	-9	-7
CCC(C)(C)c1nnc(NC(=O)C2CC(=O)N(CCc3ccc(F)cc3)C2)s1 (stereo not given)	4	-6	-10	2.6	-10	8	-1	4	-13
COc1ccc(NS(=O)(=O)c2cc(NC(=O)c3ccccc3)ccc2N2CCOCC2)cc1	-5	3	-8	0.7	-18	2	-8	3	-5
COc1ccc(CCN(Cc2ccccn2)C(=S)Nc2cccc(C)c2)cc1OC	7	-22	-8	-0.3	-8	9	-2	2	-22
CN1CN(C)c2cccc3cccc1c23	9	3	-10	-0.1	0	3	-2	2	0
Cc1occc1C(=O)NNC(=O)c1ccccc1F	10	-1	-8	0.5	-2	1	-1	1	8
Cc1ccc(S(=O)(=O)N2C[C@@H](C)[C@]3(C2)[C@H](O)[C@H](OC(=O)Nc2cccs2)C[C@H]2C(=O)N(c4ccccc4)C(=O)[C@H]23)cc1	9	3	-19	0.1	-6	3	-3	16	x
COC(=O)c1c(-c2ccccc2)csc1NC(=O)c1ccco1	7	9	-11	0.5	-11	1	-1	4	-25
COc1cc(C(=O)N2CCN(c3ccccc3O)CC2)ccc1OCC(=O)N1CCOCC1	8	-4	-5	1.0	-9	3	-2	7	-1
COc1ccccc1N1CCN(C(=O)CN(c2ccccc2OC)S(=O)(=O)c2ccccc2)CC1	0	21	13	7.8	15	13	-2	4	-20
Cc1ccc(NC(=O)C2C3CCCC2C3c2ccccc2)c(C)c1 (stereo not given)	7	9	-7	0.8	-8	4	-11	24	-1
COCc1cc(C)nc2sc(C(=O)Nc3ccc(C(=O)OC)cc3)c(N)c12	6	0	-8	-0.4	3	1	-2	17	-9
COc1ccc(OC)c(NC(=S)N(CCc2c(C)[nH]c3ccc(C)cc23)Cc2cccs2)c1	7	1	-10	1.1	-8	1	0	25	-2
O=C(Nc1ccccc1F)Nc1cccc2ccc(O)cc12	8	16	-7	3.9	-5	3	-1	6	1
CCOc1ccccc1C=C1SC(=S)NC1=O	5	-3	-6	4.5	-21	-1	1	20	x
